# Bioassay records deposited in PubChem by National Center for Advancing Translational Sciences (NCATS).
# LDHA inh = LDHA (human) enzyme inhibition; purified LDHA, NADH/diaphorase-resazurin fluorescence; hits give low values; activity change, % (values are at about 110 or 230 µM); P00338; actives 0.15% (n = 480,000); in the data active means activity change below about -30%; inconclusive means mostly about -25% to -30%;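 further: plate controls were DMSO wells for no effect and wells without enzyme for full effect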
#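 Human LDH5 at 2 nM final in Tris HCl pH 7.4 with 0.06 mM NADH and 0.2 mM pyruvate, reacted 5 minutes at room temperature. Remaining NADH coupled via diaphorase/resazurin; resorufin fluorescence read at 0 and 20 minutes, normalized to enzyme-free and DMSO wells.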
# D1 antag = antagonists of human D1 dopamine receptor | activity change, negative = inhibition, % at 10 µM | actives 3.2% (n = 360,000) | HEK293 TREx D1 cells, calcium flux, dopamine EC80; hits give low values; in the data active means activity change below about -30%; further: on the % scale 0 is the no-effect control and ±100 the full control effect
#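 Allosteric or orthosteric antagonism assessed as attenuation of the calcium response to EC80 dopamine, added 180 s after compound, in induced HEK293 Trex D1 cells loaded with no-wash calcium dye.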
# D1 ag = human D1 receptor agonism; actives 1% (n = 360,000); AID 504660; HEK293 T-REx D1 cells, calcium flux, agonist mode; P21728; activation, % at 2 µM; in the data active means activation above about 30%; further: 0% is about no effect
#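 Agonism was scored from calcium flux recorded over 180 s (1 read/s) after pintool compound addition, following a 10-cycle baseline. Cells were inducible force-coupled HEK293 TREx D1, plated overnight at 30 C and loaded with no-wash calcium dye.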
# RXFP1 ag = activates the human relaxin receptor RXFP1. Q9HBX9. HEK293T-RXFP1 cAMP TR-FRET, 30 min; response scale: percent of porcine relaxin response, buffer zero. Potency, µM (series often up to 57.5 µM), for the others: top-dose activation, actives largely listed as activators. actives 0.3% (n = 370,000). AID 2676; further: potency means the concentration at half of the fitted maximal effect; on the % scale 0 is the no-effect control and ±100 the full control effect; nearly all actives have a fitted effect of over 60% in size; many of its hits are not listed in these tables
#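 HEK293T cells stably expressing RXFP1 were pretreated with the PDE4 inhibitor Ro 20174, exposed to compounds for 30 min at 37C, lysed, and cAMP was read by TR-FRET. Data normalized to buffer (basal) and 29 nM porcine relaxin (100%).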
# Vif-A3G inh = Vif-A3G binding inhibition. AID 602310. HeLa A3G-eYFP + Vif (tagged APOBEC3G with the HIV-1 protein that degrades it), YFP fluorescence, overnight. actives 0.076% (n = 410,000). Potency, µM (doses to about 46.1 µM), without a hit: at the highest dose activity, negative = active, usual class: inhibitors;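 further: potency means the concentration at half of the fitted maximal effect; on the % scale 0 is the no-effect control and ±100 the full control effect; nearly all actives have a fitted effect of over 60% in size; hits raise eYFP signal because A3G escapes Vif-driven loss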
# Target sequence (Q9HC16 whole entry, looked up): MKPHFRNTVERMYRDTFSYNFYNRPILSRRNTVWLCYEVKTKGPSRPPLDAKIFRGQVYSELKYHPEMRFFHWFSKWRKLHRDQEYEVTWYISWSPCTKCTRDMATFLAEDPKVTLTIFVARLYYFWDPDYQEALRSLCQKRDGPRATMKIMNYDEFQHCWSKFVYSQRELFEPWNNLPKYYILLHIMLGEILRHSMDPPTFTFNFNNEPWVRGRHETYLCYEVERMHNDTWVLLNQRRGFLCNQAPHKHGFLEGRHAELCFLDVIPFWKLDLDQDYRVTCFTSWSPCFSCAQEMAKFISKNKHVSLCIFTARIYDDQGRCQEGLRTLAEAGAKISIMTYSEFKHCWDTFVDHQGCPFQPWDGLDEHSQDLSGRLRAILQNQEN
#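 HeLa cells stably expressing Vif and C-terminally eYFP-tagged A3G, seeded overnight at 37 deg C, then exposed to compound by pintool overnight at 37 deg C. Rise in yellow fluorescence (Ex 488/Em 500-530, Acumen) marks blocked Vif-driven A3G degradation.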
# D1 potentiator = potentiators of human D1 dopamine receptor. P21728. HEK293 TREx D1 cells, calcium flux, dopamine EC20 potentiation. potentiation, % at 10 µM. actives 0.036% (n = 360,000). AID 504651; in the data active means potentiation above about 30%; further: 0% is about no effect
# D2 potentiator = D2 dopamine receptor (human) potentiation. HEK293 T-REx D2, calcium flux, EC20 dopamine potentiation. P14416. potentiation, % at 10 µM. actives 0.34% (n = 340,000). AID 485347;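 active means potentiation over 3 SD above the plate norm, cut at about 30% in these data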; further: 0% is about no effect
# Target sequence (P14416 whole entry, looked up): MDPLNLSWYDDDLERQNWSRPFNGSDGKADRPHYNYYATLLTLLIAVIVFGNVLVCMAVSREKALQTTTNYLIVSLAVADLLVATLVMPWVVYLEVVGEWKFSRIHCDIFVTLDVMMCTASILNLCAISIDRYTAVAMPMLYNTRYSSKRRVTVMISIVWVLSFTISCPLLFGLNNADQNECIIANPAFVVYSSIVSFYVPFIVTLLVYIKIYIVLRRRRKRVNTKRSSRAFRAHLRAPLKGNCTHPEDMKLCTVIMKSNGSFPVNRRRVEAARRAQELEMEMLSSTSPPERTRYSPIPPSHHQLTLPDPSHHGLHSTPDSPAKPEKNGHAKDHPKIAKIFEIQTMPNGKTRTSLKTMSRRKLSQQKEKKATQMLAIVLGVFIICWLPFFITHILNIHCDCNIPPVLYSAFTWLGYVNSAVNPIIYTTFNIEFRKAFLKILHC
#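 Potentiation of an EC20 dopamine calcium response is measured in a force-coupled, tetracycline-inducible Hek293 Trex D2 line. Compound-only kinetic reads over 180 s flag agonists before dopamine addition.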
# Glioma ERSR ind = inducers of ER stress response in human glioma cells. U87-MG GRP78 promoter luciferase reporter, 16 h. Potency, µM, for inactives: top-dose activation, hits mostly activators. actives 0.02% (n = 420,000); further: potency means the concentration at half of the fitted maximal effect; series mostly up to about 76 µM; % of control where 0% means no effect; nearly all actives have a fitted effect of over 35% in size
#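 Stably transfected U87-MG human glioma cells carrying a GRP78-based luminescent sensor were seeded at 1000 cells/well, pin-dosed with compounds and incubated 16 h. Luciferase reagent was then added, and end-point luminescence was read after 10 min at room temperature.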
# Vif-A3F inh = Vif-A3F binding inhibition. Potency, µM (highest dose often 46.1 µM), for inactives: top-dose activity, negative = active. actives 0.2% (n = 390,000). HeLa A3F-eYFP + Vif (tagged APOBEC3F with the HIV-1 protein that degrades it), YFP fluorescence increase. AID 602313; further: potency means the concentration at half of the fitted maximal effect; % of control where 0% means no effect; nearly all actives have a fitted effect of over 65% in size
#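 HeLa cells stably expressing Vif plus C-terminally eYFP-tagged A3F were seeded, incubated overnight at 37 deg C, dosed with compound, incubated overnight again at 37 deg C. Yellow fluorescence (Ex 488/Em 500-530) reported blocked Vif-mediated A3F-eYFP degradation.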
# An asterisk follows results filed as active; ? = inconclusive; . = not tested or not shown; & = joins results of further samples. Unless noted, the call rests on the fitted dose curve; in most records, active means well fitted curve in the direction sought with a large enough effect; inconclusive means small, poorly fitted or top-dose-only effect, or another doubt; inactive means no such curve, though single readings can be large; an effect the other way counts as inactive or inconclusive.
Molecule	LDHA inh	D1 antag	D1 ag	RXFP1 ag	Vif-A3G inh	D1 potentiator	D2 potentiator	Glioma ERSR ind	Vif-A3F inh
CN(CC(=O)Nc1ccc(F)cc1)C(=O)COC(=O)c1cc([N+](=O)[O-])ccc1N1CCOCC1	7	35	3	1.6%	0%	-5	.	0%	8%
COc1ccc(N2Cc3ccccc3C2=NC(=O)c2cccc([N+](=O)[O-])c2)cc1	11	-12	1	0.0%	-5%	-9	21	2%	-1%
CC(=O)Nc1ccc(S(=O)(=O)NC(C)C(=O)NCC(c2ccco2)N(C)C)cc1 (stereo not given)	-1	-13	2	0.4%	-3%	-4	5	-4%	9%
NCCC(=O)NCCc1cnc[nH]1	-14	24	-1	-0.6%	1%	-5	6	-3%&-2%	-1%
O=C1C=C(c2cccc(Cl)c2O)C[C@@H](c2ccc(F)cc2)C1	5	.	6	-1.3%	-4%	3	-7	-3%	2%
O=C(O)COc1ccccc1/C=N/n1c(C2CCCCC2)n[nH]c1=S	-17	-2	1	2.0%	0%	-3	4	-1%	-11%
CCCC(=O)N1CCN(c2ccc(NC(=O)c3ccc(Br)o3)cc2)CC1	-4	-43*	0	-1.9%	1%	-7	-5	2%	0%
Cc1ccc(NCC(=O)N2CCN(S(=O)(=O)c3ccccc3)CC2)cc1F	-4	6	1	-0.7%	3%	-8	7	-2%	5%
CCNS(=O)(=O)c1ccc(NC(=O)Nc2cccc(OC)c2)cc1	-5	-48*	11	-2.6%	0%	-18	.	-4%	-1%
O=S(=O)(NCc1cccnc1)c1ccc(Cl)s1	-3	-13	1	0.8%	-1%	-7	.	-3%	-5%
Cc1cc(C)nc(NS(=O)(=O)c2ccc(NC(=O)c3cccs3)cc2)n1	-11	1	2	3.0%	-1%	16	0	-1%	-13%
CCN(Cc1ccccc1)S(=O)(=O)c1ccc(OC)c2ncccc12	-6	3	11	0.3%	-1%	-5	-9	-2%	0%
CC(=O)Nc1ccc(NS(=O)(=O)c2cccc3ccccc23)cc1	-4	-1	7	-1.2%	0%	-2	3	-5%	1%
O=C1CCc2cc(S(=O)(=O)N3CCC(C(=O)NCc4ccccc4Cl)CC3)ccc2N1	-2	-9	3	-0.3%	-2%	0	11	-4%	-5%
Cc1ccc(-c2cc(=O)c3ccc(Cl)cc3[nH]2)cc1	-6	-2	-3	-0.6%	6%	0	-7	-1%&0%	-5%
CC(CCOS(N)(=O)=O)c1ccccc1 (stereo not given)	-15	6	2	2.1%	0%	5	-9	-4%	4%
Cc1ccccc1OCC(=O)NC(=S)Nc1ccc(Br)c(C)n1	-3	1	1	1.1%	3%	-8	-4	-2%	-2%
COc1ccccc1CNC(=O)CCc1c(C)nc2cc(-c3ccc(Cl)cc3)nn2c1C	4	-3	1	19%	2%	0	8	-8%	0%
CCOC(=O)c1ccccc1NC(=O)Nc1cc2c(cc1N1CCCCC1)n(C)c(=O)n2C	-5	-12	-1	3.9%	3%	3	1	-3%	-7%
N/C(=N\c1nc2ccccc2o1)NC(=O)c1cccc(Br)c1	1&-2	-1	1	-0.6%	0%	-3	7	4%	6%
O=S(=O)(NC1CC1)c1ccc(Cl)cc1	-2	6	0	-0.2%	0%	-1	-2	-1%	3%
Cc1nc2c(Cl)cccc2c2c1CC(CBr)O2 (stereo not given)	1	-31*	1	-1.5%	2%	-2	-3	-4%	-19%
COCc1cc(C)nc2sc3c(c12)NC(c1ccc(O)cc1)N(c1ccc(C)cc1)C3=O (stereo not given)	2	-3	0	6.4%	1%	4	4	2%	1%
Cn1c(=NC(=O)c2cccc([N+](=O)[O-])c2)sc2ccccc21	-10	-10	3	-1.6%	2%	1	-12	17%	9%
CC(C)=NOc1nc(N(C)C)nc(N2CCOCC2)n1	-5	0	2	-0.7%	1%	1	6	-2%	6%
COc1cc(C2c3[nH]c4ccccc4c3CC3COC(=O)N32)cc(OC)c1O (stereo not given)	35	.	.	.	?	.	.	-2%	12%
O=C(COc1ccccc1Cl)Nc1ccc(N2CCCC2)cc1	-3	-29	1	0.4%	0%	-2	2	1%	-17%
O=C(CN1C(=O)S/C(=C\c2ccccn2)C1=O)Nc1ccc(F)cc1	-6	-12	6	3.0%	-3%	8	12	1%	-4%
COc1cc2c(cc1OC)C(c1ccc(C)cc1)NC(=O)C2 (stereo not given)	3	0	3	1.1%	6%	10	16	-5%	-6%
Fc1ccc(-n2cc(CNCCc3cccnc3)c(-c3ccccc3Cl)n2)cc1	-5	-4	61*	2.3%	7%	12	-19	-3%	2%
Cc1cccc(Cn2c(=O)n(Cc3ccccc3)c(=O)c3sc4ccccc4c32)c1	-1	-1	-1	-0.2%	3%	-1	15	-3%	-6%
O=C(C1CC1)N(Cc1nc2ccccc2c(=O)[nH]1)Cc1cccs1	0	11	3	-0.8%	-1%	-1	1	-1%	1%
COC(C/C=C/[C@@H](O)[C@H](C)OCc1ccccc1)OC	-1	.	.	.	-6%	.	.	-4%	5%
COc1ccc(CC(=O)OC(C)C(=O)NCc2ccc3c(c2)OCO3)cc1OC (stereo not given)	-7	-4	3	-2.5%	3%	-3	0	0%	4%
Cc1cn(C(C)C)c(=O)n(-c2ccccc2)c1=O	-3	.	.	.	-2%	.	.	-4%	4%
Clc1c(CSc2nc3ccccc3o2)nc2ccccn12	-8	-39*	1	3.5%	-4%	-8	3	-5%	?
O=C(NCc1ccccn1)c1ccc2ccccc2n1	-1	-3	1	-0.5%	-6%	2	0	-4%	0%
N#CC1=C(N)OC2=C(CC/C2=C\c2ccc(F)cc2)C1c1ccc(F)cc1 (stereo not given)	.	-58*	235*	0.9%	.	7	-5	.	.
CCc1ccc(CN2CCc3nc(Nc4ccccc4)ncc3C2)cc1	0	2	0	1.9%	2%	0	-4	2%	0%
O=C(COc1ccc(F)cc1)NCC1(N2CCOCC2)CCCCC1	-1	-15	0	1.4%	0%	0	-6	-6%	3%
Cc1cc(C(=O)NCc2ccco2)sc1C	0	4	1	-1.0%	-8%	-3	-15	5%	0%
COc1ccc(OCC(=O)NCc2cccnc2)cc1	-1	8	-1	0.4%	1%	0	8	-2%	3%
NC(=O)NNC1=Nc2cccc3cccc1c23	7	-4	1	0.3%	0%	-10	5	6%	-3%
Cc1ccc(-c2c(=O)n(O)c3ccccc3[n+]2[O-])cc1	5	18	4	3.7%	-1%	-7	1	5%	4%
Cc1nc(N2CCOCC2)nc(N2CCC(C)CC2)c1[N+](=O)[O-]	-2	10	2	-0.5%	-5%	0	-4	-2%	4%
CC(=O)Nc1ccc(NC(=S)NC(=O)c2cc3ccccc3o2)cc1	-12	-15	4	2.0%	2%	3	-6	2%	0%
COc1ccc(N2CCN(S(=O)(=O)CCNC(=O)c3cccs3)CC2)cc1	-5	-6	-1	-0.1%	0%	-3	14	-2%	2%
CC(C)OC(=O)CN1CCN(c2ccc(Cl)cc2)CC1	-1	2	6	-1.7%	3%	-3	-2	-3%	-4%

# Another view of 11 compounds above.
# Every second line gives: LDHA inh	D1 antag	D1 ag	RXFP1 ag	Vif-A3G inh	D1 potentiator	D2 potentiator	Glioma ERSR ind	Vif-A3F inh
- Cc1cn(C(C)C)c(=O)n(-c2ccccc2)c1=O
 : -3	.	.	.	-2%	.	.	-4%	4%
- Clc1c(CSc2nc3ccccc3o2)nc2ccccn12
 : -8	-39*	1	3.5%	-4%	-8	3	-5%	?
- O=C(NCc1ccccn1)c1ccc2ccccc2n1
 : -1	-3	1	-0.5%	-6%	2	0	-4%	0%
- N#CC1=C(N)OC2=C(CC/C2=C\c2ccc(F)cc2)C1c1ccc(F)cc1 (stereo not given)
 : .	-58*	235*	0.9%	.	7	-5	.	.
- CCc1ccc(CN2CCc3nc(Nc4ccccc4)ncc3C2)cc1
 : 0	2	0	1.9%	2%	0	-4	2%	0%
- O=C(COc1ccc(F)cc1)NCC1(N2CCOCC2)CCCCC1
 : -1	-15	0	1.4%	0%	0	-6	-6%	3%
- Cc1cc(C(=O)NCc2ccco2)sc1C
 : 0	4	1	-1.0%	-8%	-3	-15	5%	0%
- COc1ccc(OCC(=O)NCc2cccnc2)cc1
 : -1	8	-1	0.4%	1%	0	8	-2%	3%
- NC(=O)NNC1=Nc2cccc3cccc1c23
 : 7	-4	1	0.3%	0%	-10	5	6%	-3%
- Cc1ccc(-c2c(=O)n(O)c3ccccc3[n+]2[O-])cc1
 : 5	18	4	3.7%	-1%	-7	1	5%	4%
- Cc1nc(N2CCOCC2)nc(N2CCC(C)CC2)c1[N+](=O)[O-]
 : -2	10	2	-0.5%	-5%	0	-4	-2%	4%

# The listing continues.
Molecule	LDHA inh	D1 antag	D1 ag	RXFP1 ag	Vif-A3G inh	D1 potentiator	D2 potentiator	Glioma ERSR ind	Vif-A3F inh
CC(C)(C)NC(=O)N1CCCN(c2ccc(C(F)(F)F)cn2)CC1	-3	5	3	0.8%	0%	-4	10	-5%	-13%
CCOC(=O)C1(Cc2cccc(OC)c2)CCN(C(C)COC)CC1 (stereo not given)	-4	11	5	-0.8%	-4%	-6	6	-7%	2%
Cc1ccccc1NC(=O)CSc1nc2ccc(NC(=O)c3ccccc3)cc2s1	-7	-11	9	-0.2%	2%	-1	-7	-2%	-4%
COCCCNC(=O)c1ccc(-n2c(-c3ccccc3)cc3c2CCCC3)cc1	6	2	1	-1.4%	-18%	-4	-5	0%	-2%

# These rows are one share of the data. The share of hits here may be higher or lower than overall.
